Gal4-VP16 FLuc: Gal4-VP16 reporter inhibition counter-screen | actives 3.5% (n = 310,000) | Potency, µM (highest dose often 53.6 µM), inactives show top-dose activity, negative = inhibition, hits mostly inhibitors | Drosophila S2 Gal4-VP16 UAS-luciferase, luminescence, 20 h | AID 2546;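 note: Gal4-VP16 expression switched on by copper sulfate through the metallothionein promoter; % is set by controls: 0 for no effect and ±100 for the full control effect; nearly all actives have a fitted effect of over 50% in size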
RORgamma inh: ROR gamma (mouse) transcription inhibition. Drosophila S2 Gal4-RORgamma UAS-luciferase reporter, 20 h. P51450. AID 2551. actives 5.4% (n = 310,000). Potency, µM (highest dose often 53.6 µM), for inactives: at the highest dose activity change, negative = inhibition, hits mostly inhibitors; note: % is set by controls: 0 for no effect and ±100 for the full control effect; nearly all actives have a fitted effect of over 60% in size
Target sequence (P51450 whole entry, looked up, the tested form may be a part): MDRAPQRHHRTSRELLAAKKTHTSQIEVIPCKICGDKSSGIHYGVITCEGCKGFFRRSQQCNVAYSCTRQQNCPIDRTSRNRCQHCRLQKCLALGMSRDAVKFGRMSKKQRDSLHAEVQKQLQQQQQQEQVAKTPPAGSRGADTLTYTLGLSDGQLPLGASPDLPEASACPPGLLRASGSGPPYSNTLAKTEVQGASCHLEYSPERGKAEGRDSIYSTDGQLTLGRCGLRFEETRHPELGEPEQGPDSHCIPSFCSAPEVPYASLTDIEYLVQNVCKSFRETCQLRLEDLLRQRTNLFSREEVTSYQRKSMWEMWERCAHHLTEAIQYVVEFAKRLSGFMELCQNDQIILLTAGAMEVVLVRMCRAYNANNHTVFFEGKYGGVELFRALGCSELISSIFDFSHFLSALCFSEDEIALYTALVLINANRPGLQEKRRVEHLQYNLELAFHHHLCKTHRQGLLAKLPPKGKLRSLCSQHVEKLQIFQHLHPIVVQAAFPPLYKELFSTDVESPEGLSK
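Read-out: Photinus luciferase luminescence; inhibitors lower reporter signal. Insect Schneider cells with Gal4-ROR gamma fusion under metallothionein promoter, UAS reporter; 700 uM final copper sulfate induction, 20 hr, ambient temperature.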
NPC1 prom act: activates the NPC1 promoter; Potency, µM (titrated, usually from 9.22 µM), for the others: at the top dose activation, actives largely listed as activators; actives 2.4% (n = 320,000); AID 485313; Huh7 NPC1 promoter luciferase reporter, 24 h;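 note: % of control where 0% means no effect; nearly all actives have a fitted effect of over 60% in size; reporter is driven by a mutant NPC1 promoter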
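Quantitative HTS used a cell-based reporter: Huh7 cells stably bearing the NPC1 promoter upstream of luciferase were treated with compounds for 24 h, and promoter activation was read as luminescence.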
MBNL1-CUG inh: blocks human MBNL1 binding to CUG repeat RNA; TR-FRET MBNL1-His/biotin-(CUG)12 binding, 665/545 ratio; Q9NR56; Potency, µM (series often up to 57.5 µM), inactives show at the top dose activity change, negative = inhibition, most hits filed as inhibitors; AID 2675; actives 0.036% (n = 280,000); active = well fitted inhibition curve with a large enough effect in the signal ratio, with a control signal flat, not every such curve was filed as active; inconclusive = small, poorly fitted or top-dose-only effect, or effect the other way, or a change in a side signal; inactive = no such curve, though single readings can be large or run the other way; the % refers to the signal ratio; note: % is set by controls: 0 for no effect and ±100 for the full control effect
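His-tagged MBNL1 binding to biotinylated (CUG)12 RNA was measured by TR-FRET using terbium anti-His antibody (0.055 ng/ul final) and streptavidin-XL665 (5 nM final). Compounds were titrated 92 nM to 58 uM; 60 min at room temperature.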
ELG1 genotoxic: induces genotoxicity in HEK293T cells with luciferase-tagged ELG1; HEK293T ELG1-luciferase reporter, luminescence, 16 h; Potency, µM (titrated, usually from 46 µM), for inactives: top-dose activity change, positive = activation, hits mostly activators; actives 1.3% (n = 330,000); AID 504466; note: % of control where 0% means no effect; nearly all actives have a fitted effect of over 60% in size
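Quantitative HTS format in 1536-well plates. HEK293T ELG1-luciferase reporter cells receive test compound and are incubated 16 hr at 37 °C, 5% CO2; ONE-Glo added, 30 min room temperature, then luminescence read.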
uPA surface inh: inhibitors of cell surface uPA generation. actives 0.31% (n = 330,000). cell surface uPA generation assay, qHTS. Potency, µM (top dose mostly 38.3 µM), for the others: at the highest dose activity change, negative = inhibition, hits mostly inhibitors; active = well fitted inhibition curve with a large enough effect; inconclusive = small, poorly fitted or top-dose-only effect; inactive = no such curve, though single readings can be large or run the other way; tested in mouse RAW 264.7 cells; note: % is set by controls: 0 for no effect and ±100 for the full control effect; nearly all actives have a fitted effect of over 55% in size
FLuc counter: inhibits or activates purified firefly luciferase, miR-21 counter-screen; purified FLuc, Km substrates, luminescence inhibition; Potency, µM (titrated, usually from 57.5 µM), inactives show at the highest dose activity change, negative = inhibition, hits mostly inhibitors; actives 6.9% (n = 360,000); AID 588342;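 note: plate controls were vehicle for no effect and reference inhibitor for full effect; nearly all actives have a fitted effect of over 55% in size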
Target sequence (P08659 whole entry, looked up): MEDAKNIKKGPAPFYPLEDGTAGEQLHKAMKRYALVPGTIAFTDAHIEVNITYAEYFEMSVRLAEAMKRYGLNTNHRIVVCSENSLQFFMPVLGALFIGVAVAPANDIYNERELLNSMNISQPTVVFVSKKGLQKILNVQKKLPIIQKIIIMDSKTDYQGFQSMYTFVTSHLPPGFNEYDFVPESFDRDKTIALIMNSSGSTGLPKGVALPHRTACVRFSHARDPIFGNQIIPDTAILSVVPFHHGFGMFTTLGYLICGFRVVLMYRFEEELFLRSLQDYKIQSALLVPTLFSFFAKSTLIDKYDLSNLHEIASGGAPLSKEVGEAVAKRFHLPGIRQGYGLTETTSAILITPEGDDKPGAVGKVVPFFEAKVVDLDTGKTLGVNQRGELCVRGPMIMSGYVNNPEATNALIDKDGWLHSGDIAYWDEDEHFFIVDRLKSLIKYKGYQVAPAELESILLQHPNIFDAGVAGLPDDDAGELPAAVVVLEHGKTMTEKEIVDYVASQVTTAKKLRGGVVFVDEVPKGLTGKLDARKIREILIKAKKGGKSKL
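Biochemical qHTS of compounds, final roughly 60 µM downward over six points, against 10 nM purified firefly luciferase using Km concentrations of substrates (10 uM D-luciferin, 10 uM ATP) in Tris acetate pH 7.5 buffer; luminescence output.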
Rab9 promoter act: activators of Rab9 promoter; Huh7 Rab9 promoter-luciferase reporter, luminescence, 24 h; Potency, µM (doses to about 9.22 µM), for the others: at the top dose activation, negative = inhibition, usual class: activators; actives 2.8% (n = 320,000); AID 485297; note: % of control where 0% means no effect; nearly all actives have a fitted effect of over 60% in size
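Stable Rab9-luc Huh7, 1500 cells/well, 2 h settle; cmpd in DMSO, 24 h, 37 °C/5% CO2; luciferase reagent 10 min RT; luminescence.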
p53 reactivation: re-activators of mutant p53; Potency, µM (series often up to 92.2 µM), without a hit: at the top dose activity change, positive = activation, hits mostly activators; H1299 p53-A138V BP100-luciferase reporter, luminescence, 24 h; actives 0.063% (n = 320,000); note: % of control where 0% means no effect; nearly all actives have a fitted effect of over 45% in size
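H1299 (p53-null), stable ts p53-A138V + BP100-Luc; 1000 cells/well, Opti-MEM/10% FBS; cpd 4 pt, 1:5; 24 h, 37 deg C, 5% CO2; detection reagent 10 min RT; luminescence.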
BRCA1 expr act: increases BRCA1 expression; MCF7-BRCA1-FFLuc reporter, luminescence, 48 h; response scale: scaled: vehicle 0%, 10 µM genistein 100%; Potency, µM (top dose mostly 46.1 µM), for inactives: at the top dose activation, usual class: activators; actives 1.1% (n = 380,000); AID 624202; note: nearly all actives have a fitted effect of over 80% in size; some results filed as inactive show a strong effect at the top dose
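Using MCF7 cells harboring a BRCA1 firefly luciferase reporter, plated 2 h before compound pinning, the screen measured luminescence after 48 h incubation. Responses were normalized to DMSO and 10 microM genistein, then fitted for concentration-effect.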
The depositor's hits bear a star; ? = inconclusive; . = not tested or not shown; & = joins results of further samples; [ ] = dose if it differs, or a comment. Unless noted, calls come from the whole dose curve; as a rule, active = well fitted curve in the direction sought with a large enough effect; inconclusive = small, poorly fitted or top-dose-only effect, or another doubt; inactive = no such curve, though single readings can be large; an effect the other way counts as inactive or inconclusive. Potency is the fitted concentration of half-maximal effect.

SMILES	Gal4-VP16 FLuc	RORgamma inh	NPC1 prom act	MBNL1-CUG inh	ELG1 genotoxic	uPA surface inh	FLuc counter	Rab9 promoter act	p53 reactivation	BRCA1 expr act
COC(=O)C(C)n1nnc2sc(-c3ccccc3)cc2c1=O (stereo not given)	-27%	-37%	?	?	19%	-9%	?	23%	14%	63%
COc1ccc(C(=O)NNC(=O)CSc2nnc(COc3ccc4ccccc4c3)n2C)cc1	2%	-32%	-4%	19%	0%	.	3%	-5%	-4%	4%
COc1ccccc1NC(=O)Nc1ncccc1C	0%	43%	11%	-2%	0%	5%	?	0%	?	-24%
COc1ccc(C(=O)Nc2ccccc2C(=O)Nc2cc(C)ccn2)cc1	?	?	1.8µM*	48%[activator]	17%	-7%	1.3µM*	3.5µM*	25%	2.2µM*
CCOc1ccccc1OCC(=O)Nc1cccc(S(=O)(=O)N2CCCCCC2)c1	.	.	7%	.	-1%	-3%	1%	0%	4%	-45%
N#CCSc1ccccc1NC(=O)COC(=O)CCN1C(=O)C2CC=CCC2C1=O (stereo not given)	.	.	3%	.	-3%	3%	-18%	0%	0%	-10%
C=CCNC(=O)C1CCCN(S(C)(=O)=O)C1 (stereo not given)	-1%	10%	-2%	2%	0%	8%	0%	13%	1%	26%
Fc1ccc(Nc2nc(-c3cccnc3)cs2)cc1	10%	16%	8%	2%	?	-6%	3µM*	?	11%	?
Cc1csc2c(N(C)CCO)ncnc12	-12%	-3%	-3%	-12%	1%	-2%	?	0%	25%	36%
CC1=C(C(N)=O)C(c2ccc(C)o2)C(C(N)=O)=C(C)N1	4%	-25%	0%	2%	4%	-1%	7%	1%	-2%	3%
CSc1cccc(NC(=S)N(CCN(C)C)C(C)c2ccncc2)c1 (stereo not given)	-3%	?	-1%	1%	-1%	-10%	1%	1%	18%	-3%
O=C1Nc2cc(Cl)cnc2N2CCCC12 (stereo not given)	-2%	18%	-2%	-6%	-1%	3%	1%	-1%	1%	-14%
O=S(=O)(c1ccccc1)c1nc(-c2ccc(Cl)cc2)oc1NCCCN1CCOCC1	.	.	-2%	.	0%	0%	3%	-2%	4%	-14%
CCOc1ccccc1-n1c(COc2ccccc2)nnc1SCC(N)=O	4%	4%	0%	7%	2%	.	-1%	14%	-10%	8%
CCn1c(CNC(=O)c2cccs2)nnc1SCC(=O)Nc1cc(Cl)ccc1C	-5%	30%	-1%	1%	0%	.	-1%	10%	-7%	-59%
COc1ccc(-c2csc(N(CC3CCCO3)C(=O)c3ccccc3)n2)cc1 (stereo not given)	-1%	8%	-6%	-1%	-13%	5%	-1%	-3%	-2%	-22%
O=C(Nc1ccc2c(c1)C(=O)NC2=O)c1cccc(Cl)c1	11%	2%	-3%	110%[activator]	7%	1%	-1%	-8%	8%	2%
CN1CCN(c2ccc(-c3ccc4ccccc4n3)cc2)CC1	?	0.32µM*	-34%[inhibitor]	3%	-16%	-11%	0.12µM*	-39%[inhibitor]	-9%	-88%
C=CCOCCn1[nH]c2ccccc2c1=O	.	.	-1%	.	3%	-7%	3%	-3%	-5%	0%
O=C(Nc1ccc(Cl)cn1)c1cccc2ccccc12	-9%	0%	-22%	1%	4%	8.9µM*	?	-12%	9%	0%
CC1(C)CC(NC(=O)c2cccc3ccccc23)CC(C)(C)N1	-6%	-19%	-2%	4%	-3%	-3%	2%	2%	-1%	-32%
O=C(CN1C(=O)COc2ccccc21)Nc1ccccc1F	-1%	-20%	0%	-4%	2%	-7%	2%	12%	.	-6%
C=CCn1c(SCc2nc3ccccc3nc2C)nnc1-c1ccoc1C	-5%	8%	-2%	-7%	-5%	-5%	0%	2%	-6%	4%
Cc1ccc(C(=O)N2CCN(c3ccc(NC(=O)c4cccnc4)cc3)CC2)cc1	-2%	-1%	9%	-3%	-9%	0%	0%	1%	2%	3%
COc1ccccc1N=Nc1c(C)[nH][nH]c1=O	-5%	-5%	-2%	?	4%	5%	?	1%	3%	-2%
Next part.
SMILES	Gal4-VP16 FLuc	RORgamma inh	NPC1 prom act	MBNL1-CUG inh	ELG1 genotoxic	uPA surface inh	FLuc counter	Rab9 promoter act	p53 reactivation	BRCA1 expr act
CSc1nc(C)cc(-n2cc(F)c(=O)[nH]c2=O)n1	-3%	-26%[10 µM]	2%	-6%	1%	8%	1%	0%	2%	2%
CCOC(=O)C1=C(C)OC(N)=C(C#N)C1c1c(C)nn(-c2ccccc2)c1Cl (stereo not given)	?	?	0%	?	2%	-3%	-6%	-4%	-5%	2%
CCCCC(=O)N/N=C(\C)CC(=O)Nc1ccccc1Br	?	?	-3%	-11%	-3%	0%	-2%	-2%	-1%	-21%
CCn1cc(C(=O)OCC(=O)N2C(C)CCCC2C)c(=O)c2ccc(C)nc21 (stereo not given)	-6%	3%	-3%	1%	-6%	-3%	-4%	-4%	-1%	-2%
Cc1nn(-c2ccccc2)cc1C(c1c(N)[nH]c(=S)[nH]c1=O)c1c(N)[nH]c(=S)[nH]c1=O	7%	-8%	0%	-10%	0%	4%	?	0%	3%	0%
COc1cc(OC)c(OC)cc1CN1CCCC(C(=O)N2CCCC2)C1 (stereo not given)	14%	-11%	-3%	0%	-1%	1%	-2%	-3%	-1%	-6%
COc1ccc(S(=O)(=O)N2CCOCC2)cc1OC	-17%	4%	0%	-17%	-2%	-4%	2%	-7%	-2%	2%
C=CCN1C(=O)C(=O)N(CC(=O)NCC(=O)Nc2ccc(F)c(F)c2F)C1=O	.	.	.	.	-1%	6%	.	.	-4%	0%
Cc1ccc(NC(=S)N2CCCC(c3ccccc3)=N2)cc1	-1%	?	0%	5%	0%	5%	0%	-5%	9%	-29%
O=S(=O)(NC1CCCC1)c1ccc(S(=O)(=O)N2CCCN(Cc3ccccc3)C2)cc1	4%	-16%	-1%	3%	0%	.	1%	0%	?	-36%
O=[N+]([O-])c1ccc(NCCNc2ccc(Cl)nn2)cc1	1%	-7%	-1%	?	-1%	6%	-1%	1%	0%	11%
CN(C)c1ccc(N=Nc2ccc(S(=O)(=O)O)cc2)c2ccccc12	-10%	2%	-1%	?	-8%	15%	17µM*	2%	-2%	2%
COC(=O)c1ccc(-c2nc3ccccc3[nH]2)cc1	?	-33%	0.71µM*	19%	?	-8%	1.7µM*	0.5µM*	?	?
CCOC(=O)CC(c1ccc([N+](=O)[O-])cc1)n1c(C)ccc1C (stereo not given)	-12%	14%	-4%	23%	4%	-7%	1%	-3%	4%	-4%
CC(Sc1nc(-c2ccccc2)cc(C(F)(F)F)n1)C(=O)N1CCCCC1 (stereo not given)	-10%	-30%	-5%	-5%	-7%	3%	4%	3%	1%	-25%
COc1cc(Cl)c(S(=O)(=O)NCCCn2ccnc2)cc1Cl	5%	-9%[1.91 µM]	3%	2%	-1%	-2%	-3%	9%	.	-4%
O=S(=O)(Cc1ccc(Cl)cc1)N1CCCC1	8%	20%	-1%	-10%	3%	-10%	3%[2.3 µM]	-4%	-7%	31%
O=C(CCS(=O)CCC(=O)NCc1ccccc1)NCc1ccccc1	-1%	20%	-2%	-1%	3%	1%	1%	-7%	-3%	-24%
Cc1cc(C(=O)Nc2cccc(/C=C/C(=O)O)c2)c(C)o1	2%	4%	2%	7%	1%	-7%	13µM*	5%	10%	6%
Nn1c(SCc2ccc(F)cc2)nnc1-c1cccnc1	2%	40%	3%	-5%	4%	10%	2%	14%	1%	8%
COc1ccc(OCC(=O)N2CCN(S(=O)(=O)c3ccccc3[N+](=O)[O-])CC2)cc1	-2%	?	-5%	4%	-10%	0%	-4%	4%	0%	-4%
CCCCOc1ccc(C(=O)Nc2ccc(S(=O)(=O)Nc3onc(C)c3C)cc2)cc1	5%	21%	-7%	-4%	0%	.	17µM*	-6%	-12%	.
COc1ccc2ccccc2c1CNC(=O)CC1C(=O)NCCN1CC(C)(C)C (stereo not given)	1%	16%	0%	20%	1%	-12%	4%	0%	-4%	-2%
C=CCOC(=O)C1C(=O)CC(C)(O)C(C(=O)OCC=C)C1c1ccc(N(C)C)cc1 (stereo not given)	5%	5%	0%	-8%	-2%	1%	-3%	2%	-1%	-7%
CN(C)c1cccc(C(=O)NNC(=O)NC2CCCCC2)c1	1%	-21%	-4%	-10%	-1%	9%	1%	3%	5%	-1%
Later entries
SMILES	Gal4-VP16 FLuc	RORgamma inh	NPC1 prom act	MBNL1-CUG inh	ELG1 genotoxic	uPA surface inh	FLuc counter	Rab9 promoter act	p53 reactivation	BRCA1 expr act
O=C(c1ccco1)N1CCN(Cc2cc(=O)c(OCc3ccccc3Cl)co2)CC1	.	.	-9%	.	0%	-1%	5%	-5%	-7%	4%
O=C(O)CCCCCNC(=O)c1ccc(C(=O)NCCCCCC(=O)O)cc1	-6%	-21%	-3%	-11%	-1%	15%	-1%	-5%	0%	-3%
Cc1ccc(-c2[nH]n3c(=O)c4c(nc3c2C)CCCC4)cc1	-12%	-1%	?	-3%	?	-4%	?	?	12%	12%[1.84 µM]
CCC(COC)NCc1cn(-c2ccc(OC)cc2)nc1-c1cccc(F)c1 (stereo not given)	-25%	-43%	-1%	7%	-7%	-5%	-7%	1%	-3%	0%
CCC1=C(OC(=O)N(CC)CC)N2C(=O)OC(=NCc3ccccc3)[C@]2(C)[C@H]2C1=CC[C@H]1C(=O)N(CC)C(=O)[C@H]12	-10%&-1%	42%&33%	-1%	-2%	0%	-4%	1%	-2%	-3%	-1%
CCCNC(=O)N1CCC(Cc2ccccc2)CC1	2%	24%	1%	-3%	4%	-22%	-2%	-3%	1%	36%

Compound activity deposited in PubChem BioAssay by National Center for Advancing Translational Sciences (NCATS).
